Assay outcomes: PubChem, several laboratories
MEKK3 PB1 HTS: modulators of MEKK3-MEK5 PB1 binding, primary screen, biochemical, wildtype MEKK3, multiplex bead flow cytometry, Alexa488-MEK5; Mitogen-activated protein kinase kinase kinase 3 (Homo sapiens), Q99759; bead-based flow cytometry, Alexa488-MEK5 binding to MEKK3; actives lie on both sides; 0 = blocked by unlabeled MEK5, 100 = vehicle; binding response (% of control), % at 10 µM; 1.4% of 290,000 active;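 active = binding response more than 3 SD above or below the average of its plate-row segment, actives on both sides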;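 also: Alexa488 bead fluorescence after subtracting the streptavidin-only scavenger bead signal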
p-CIP stab down: p/CIP-EGFP fusion destabilizers, primary screen, fluorescence, F442A cells. decrease of EGFP signal, % at 10 µM. Q05BA5. 0.01% of 290,000 active. 16 h. AID 1984, 2009;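 active = EGFP signal decrease of at least 30% at 10 µM or well 3 SD below plate mean, unless failing retest; inactive = the rest, including hits failing retest or dose response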; also: some compounds called inactive have numbers as strong as hits; many of its hits are not listed in these tables
NS3 helicase inh: inhibitors of HCV NS3 helicase, primary screen, biochemical, Cy5 molecular beacon fluorescence. 0.56% of 290,000 active. AID 1800, 2009. inhibition, % at 10.9 µM. NS3 helicase DNA unwinding. Hepatitis C virus NS3 helicase;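 active = inhibition above the mean of all tested compounds plus 3 SD, set per campaign, cut at about 35% in these data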;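 also: 0% = DMSO wells and 100% = thioflavine S control wells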
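Test system: hepatitis C virus NS3 helicase domain fragment enzyme. Also added: annealed dual-labelled DNA beacon duplex, ATP-started. Timing: 60 min unwinding reaction at 25 °C after ATP addition. Technique: Cy5 fluorescence. Measure: % inhibition of unwinding.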
PHOSPHO1 block: PubChem AID 1565; 1.1% of 290,000 active; recombinant PHOSPHO1, absorbance phosphatase assay; Phosphoethanolamine/phosphocholine phosphatase (Homo sapiens), Q8TCT1; inhibition, % at 13.3 µM; in the data active = inhibition above about 60%
VIM-2 inhibitor: VIM-2 metallo-beta-lactamase inhibitors, primary screen, biochemical, epi-absorbance readout, Pseudomonas aeruginosa enzyme; inhibition, % at 5.6 µM; AID 1527, 2009; 0.89% of 290,000 active; purified VIM-2, nitrocefin hydrolysis, epi-absorbance fluorescence;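 active = inhibition above the mean of all tested compounds plus 3 SD, cutoff set per screening run, cut at about 7.5% in these data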;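 also: red hydrolysis product quenches plate fluorescence so inhibitors raise well fluorescence; 0% = enzyme with DMSO and 100% = DMSO without enzyme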
IDE cell activ: human IDE activators in live cells, primary screen, fluorescence polarization, HEK cells, FAbeta-B substrate | Insulin-degrading enzyme (Homo sapiens), P14735 | AID 493087, 2011 | activation, % at 5.96 µM | FAbeta-B cleavage; 0% vehicle, 100% cell-free pure enzyme wells | 0.073% of 340,000 active;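 active = activation above the mean of all tested compounds plus 3 SD, set per screening campaign, cut at about 17% in these data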
Target sequence (P14735 whole entry, looked up): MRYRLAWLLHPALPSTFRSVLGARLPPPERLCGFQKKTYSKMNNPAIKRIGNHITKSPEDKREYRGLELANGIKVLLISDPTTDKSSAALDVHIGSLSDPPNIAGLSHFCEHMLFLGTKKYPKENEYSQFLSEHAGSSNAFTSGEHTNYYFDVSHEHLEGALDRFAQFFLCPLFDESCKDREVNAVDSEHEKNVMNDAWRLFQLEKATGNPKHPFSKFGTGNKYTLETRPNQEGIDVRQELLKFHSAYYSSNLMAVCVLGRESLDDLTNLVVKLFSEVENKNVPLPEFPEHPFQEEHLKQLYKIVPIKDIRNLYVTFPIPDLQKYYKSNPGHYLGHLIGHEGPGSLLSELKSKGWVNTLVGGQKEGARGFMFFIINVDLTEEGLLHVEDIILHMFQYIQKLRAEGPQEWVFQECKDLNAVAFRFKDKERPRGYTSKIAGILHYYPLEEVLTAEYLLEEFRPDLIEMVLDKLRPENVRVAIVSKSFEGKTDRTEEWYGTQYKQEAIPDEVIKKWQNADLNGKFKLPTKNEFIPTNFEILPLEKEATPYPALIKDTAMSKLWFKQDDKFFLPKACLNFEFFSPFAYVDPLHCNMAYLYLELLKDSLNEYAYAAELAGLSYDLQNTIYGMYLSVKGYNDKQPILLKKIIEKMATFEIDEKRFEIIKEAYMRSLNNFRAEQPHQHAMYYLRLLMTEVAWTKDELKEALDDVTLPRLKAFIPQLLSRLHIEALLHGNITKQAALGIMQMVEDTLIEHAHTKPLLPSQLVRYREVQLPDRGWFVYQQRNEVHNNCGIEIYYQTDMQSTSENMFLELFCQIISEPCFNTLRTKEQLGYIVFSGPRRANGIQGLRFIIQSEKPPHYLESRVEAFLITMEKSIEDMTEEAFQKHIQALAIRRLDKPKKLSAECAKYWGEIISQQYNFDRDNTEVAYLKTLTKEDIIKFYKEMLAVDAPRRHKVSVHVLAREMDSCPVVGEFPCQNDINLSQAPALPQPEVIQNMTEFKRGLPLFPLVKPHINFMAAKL
IMP-1 inh: IMP-1 metallo-beta-lactamase inhibitors, primary screen, biochemical, epi-absorbance readout, Pseudomonas aeruginosa enzyme | purified IMP-1, nitrocefin hydrolysis, epi-absorbance fluorescence | metallo-beta-lactamase IMP-1 (Pseudomonas aeruginosa) | inhibition, % at 5.6 µM | 0.45% of 290,000 active | AID 1556, 2009;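 active = inhibition above the mean plus 3 SD of all compounds in the same screening run, cut at about 4.5% in these data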;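 also: 0% = IMP-1 with DMSO and 100% = DMSO wells lacking enzyme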
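System: purified IMP-1; amount: IMP-1 0.2 nM before substrate addition; compound: single dose, 5.6 µM; times: 25 °C, 15 min preincubation, 25 min reaction; signal: Epi-absorbance via hydrolysed-nitrocefin quenching of white-plate fluorescence, 480/530 nm, EDTA stop; benchmarks: DMSO with and without IMP-1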
UBC9 SUMO inh: inhibitors of in vitro SUMOylation cascade, primary screen, biochemical, HTRF, uHTS. HTRF SUMOylation assay, SAE1/SAE2 + UBC9. AID 2006, 2009. 0.36% of 290,000 active. inhibition, % at 35 µM; in the data active = inhibition above about 50%, passing the limit was not always enough; also: strong numbers were not always called active
FID counter: compounds displacing fluorescent DNA intercalator, primary screen, artefact control for HCV NS3 helicase inhibitor project, biochemical, FID fluorescence; AID 1845, 2009; 0.17% of 290,000 active; DNA fluorescent intercalator displacement; inhibition, % at 7.9 µM; in the data active = inhibition above about 37%;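 also: 0% = vehicle and 100% = reference compound; higher means more ethidium bromide displaced from hairpin DNA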
* hit, by the source's call; / = no result given. Only part of the results is shown; the hit share may differ from the screen's.

entry | molecule | IMP-1 inh | IDE cell activ | NS3 helicase inh | UBC9 SUMO inh | MEKK3 PB1 HTS | PHOSPHO1 block | FID counter | p-CIP stab down | VIM-2 inhibitor
1 | Cc1cccc(N2CCN(C(=O)NC(C)c3ccc(F)c(F)c3)CC2)c1C (stereo unspecified) | -4.2 | 1 | -6 | 10 | 102 | 40 | -30 | -14 | -2.3
2 | Cn1cc(C(=O)c2ccc(Cl)cc2Cl)cc1C(=O)N/N=C(\N)COc1ccc(Cl)cc1Cl | -3.1 | 0 | -5 | -31 | / | 7 | -20 | 6 | -4.6
3 | CCn1cc(C(=O)NCCC(C)C)c(=O)c2cc(F)c(N3CCN(C)CC3)cc21 | -4.0 | 7 | -23 | 4 | 105 | / | 10 | 0 | 5.2
4 | CC1=C(C)CC(C(=O)Nc2cccc(Cl)c2)C(C(=O)O)C1 (stereo unspecified) | -2.2 | 2 | 2 | 8 | 72 | -1 | 2 | -2 | -0.4
5 | NS(=O)(=O)c1ccc(CCNC(=O)C2CCC(Cn3c(=S)[nH]c4ccccc4c3=O)CC2)cc1 (stereo unspecified) | -1.7 | 6 | 7 | 14 | 96 | 32 | -3 | -46 | -1.4
6 | Oc1ccc(-c2cc(-c3ccc(O)cc3)nc(-c3ccccc3)n2)cc1 | 0.1 | 1 | -22 | 14 | 107 | 42 | 11 | -5 | -0.7
7 | COc1ccc(NC(=O)CN2CCN(S(=O)(=O)c3ccc(Cl)cc3)CC2)cc1Cl | -2.3 | 7 | 0 | 7 | 105 | 14 | -3 | 9 | -0.1
8 | O=S(=O)(Nc1ccc(F)cc1)c1ccc(NC(=S)Nc2ccccc2)cc1 | -0.7 | 3 | 0 | 14 | / | 33 | -1 | -3 | -1.0
9 | COc1ccc(OC)c(-c2csc(NC(=O)c3ccc4c(c3)OCO4)n2)c1 | -1.8 | 0 | -1 | 1 | 110 | -13 | -1 | -2 | -2.3
10 | Cc1cc([N+](=O)[O-])nn1CC(=O)NC1CCCCC1 | -2.9 | 7 | 8 | 10 | 101 | 10 | -1 | 15 | -3.2
11 | CC1CN(c2nc3ccccc3nc2C(C#N)C(=O)OC2CCCCC2)CC(C)O1 (stereo unspecified) | -4.8 | 6 | 4 | -6 | 91 | 4 | 2 | -6 | -3.3
12 | COc1ccc(O[C@H]2C=C[C@@H](c3ccccc3)O[C@@H]2COC(=O)CC/C(C)=N/O[C@@H](C)c2cn([C@H](CO)Cc3ccccc3)nn2)cc1 | 0.2 | / | -9 | -13 | 72 | -14 | -51 | -4 | 0.3
13 | O=C(COc1ccc2c(c1)oc(=O)c1ccccc12)N[C@@H](Cc1c[nH]c2ccccc12)C(=O)O | -2.0 | 5 | 5 | 7 | 101 | -23 | 4 | 7 | -0.1
14 | COc1cc(-c2noc(C)c2C#CCO)cc(OC)c1OC | -3.2 | 5 | 12 | 16 | 101 | -13 | -18 | -5 | 3.9
15 | Cc1cc(C)cc(NC(=O)C2CCCN(S(=O)(=O)c3c(C)noc3C)C2)c1 (stereo unspecified) | -3.4 | 5 | 1 | -1 | 99 | 8 | -30 | -2 | -2.1

Continuation:
entry | molecule | IMP-1 inh | IDE cell activ | NS3 helicase inh | UBC9 SUMO inh | MEKK3 PB1 HTS | PHOSPHO1 block | FID counter | p-CIP stab down | VIM-2 inhibitor
16 | CCOc1ccc(NC(=O)C2CCC(CNc3c(N4CCCCC4)c(=O)c3=O)CC2)cc1 (stereo unspecified) | 1.6 | -2 | 4 | 31 | 92 | 37 | -16 | 0 | 0.4
17 | Cc1cc(C)n(-c2nc(C)nc(N)n2)n1 | -1.3 | 8 | -12 | 2 | 107 | -14 | -3 | -2 | -1.4
18 | Cc1cc(Cl)ccc1OCCCC(=O)OCC(N)=O | -2.2 | 5 | -9 | -5 | 103 | 6 | 1 | 0 | -0.1
19 | COc1ccc(OCCSc2nc3nc(C)cc(C)n3n2)cc1 | -0.9 | -1 | -12 | 3 | 78 | 20 | 1 | -14 | 3.3
20 | COc1ccc(C(C(=O)NCc2ccccc2)N(Cc2ccco2)C(=O)c2cnccn2)cc1 (stereo unspecified) | -3.4 | 2 | -1 | 9 | 91 | 41 | -31 | -19 | -2.9
21 | Cc1ccc2c(c1)c(N=NC(N)=S)c(O)n2Cc1ccccc1 | -0.1 | 3 | 5 | 7 | 87 | 6 | 2 | -1 | -1.1
22 | Cc1ccc2c(c1)N(CC(=O)N1CCC(O)CC1)C(=O)CO2 | -0.3 | -1 | 14 | -2 | 96 | 22 | -6 | -9 | 0.1
23 | CC(C)C[C@H](NC(=O)c1nc[nH]c1C(=O)N(C)Cc1ccccc1)C(=O)OC(C)(C)C | -3.0 | 3 | -8 | -27 | 105 | -12 | -49 | -64 | -3.8
24 | O=C(NCc1cccnc1)c1cc(Cl)ccc1[N+](=O)[O-] | -3.3 | 0 | 5 | 1 | 104 | 9 | -1 | 4 | -4.0
25 | COc1ccc(N(C(=O)Cn2cnc3ccccc32)C(C(=O)NC2CCCCC2)c2ccccc2)cc1 (stereo unspecified) | -1.8 | 1 | -9 | -7 | 103 | -10 | -45 | -8 | -2.7
26 | COCCN1CCN(c2c3c(nc4cc(-c5cccc(F)c5)nn24)CCC3)CC1 | -1.1 | -1 | 4 | 5 | 110 | 14 | 2 | -10 | -1.2
27 | O=C1CCCC2=C1C(c1cccc(Br)c1)n1nc(-c3ccco3)nc1N2 (stereo unspecified) | -1.9 | 1 | 2 | / | 106 | / | -3 | / | -1.9
28 | COc1ccc(OCc2cc(C(=O)NC3CCc4ccccc43)no2)c(Cl)c1 (stereo unspecified) | -0.9 | 8 | -2 | 6 | 102 | 22 | -10 | -9 | -0.4
29 | COc1ccccc1NCC(=O)n1nc(C)cc1C | -2.3 | 2 | -1 | 24 | 92 | 3 | 3 | -22 | -1.5
30 | CN(C)S(=O)(=O)c1ccc(NC(=O)COc2ncnc3sccc23)cc1 | -2.0 | 4 | -4 | 4 | 101 | 32 | -6 | -2 | 22*

Only PHOSPHO1 block and FID counter (5 entries from above):
nr	mol	PHOSPHO1 block	FID counter
22	Cc1ccc2c(c1)N(CC(=O)N1CCC(O)CC1)C(=O)CO2	22	-6
25	COc1ccc(N(C(=O)Cn2cnc3ccccc32)C(C(=O)NC2CCCCC2)c2ccccc2)cc1 (stereo unspecified)	-10	-45
26	COCCN1CCN(c2c3c(nc4cc(-c5cccc(F)c5)nn24)CCC3)CC1	14	2
30	CN(C)S(=O)(=O)c1ccc(NC(=O)COc2ncnc3sccc23)cc1	32	-6
28	COc1ccc(OCc2cc(C(=O)NC3CCc4ccccc43)no2)c(Cl)c1 (stereo unspecified)	22	-10

Continued:
entry | molecule | IMP-1 inh | IDE cell activ | NS3 helicase inh | UBC9 SUMO inh | MEKK3 PB1 HTS | PHOSPHO1 block | FID counter | p-CIP stab down | VIM-2 inhibitor
31 | CC1CC(CCC(=O)NC(=S)Nc2ccc(S(N)(=O)=O)cc2)C(=O)O1 (stereo unspecified) | 0.4 | 0 | 5 | -3 | 94 | 32 | -4 | 2 | -0.6
32 | O=C(c1cccc(N2CCCC2=O)c1)N1CCN(c2ccc(F)cc2)CC1 | -2.1 | -3 | 7 | 3 | 100 | 54 | -29 | -2 | -2.5
33 | NNC(=O)c1nc(-c2cccc(-n3cccc3)c2)no1 | -2.9 | 0 | -4 | 0 | 104 | 42 | -5 | 2 | -4.4
34 | Cc1nc(CSc2ccc(Cl)cc2)cc(N2CCOCC2)n1 | -1.1 | 0 | -7 | 11 | 106 | -5 | -10 | 14 | 0.8
35 | CC1CCCCN1S(=O)(=O)c1cccc(S(=O)(=O)N2CCOCC2)c1 (stereo unspecified) | -3.0 | 1 | -2 | -12 | 103 | -15 | -7 | -4 | -0.5
36 | COC(=O)c1[nH]c(C)c(/C(O)=C2\C(=O)C(=O)N(CCN3CCOCC3)C2c2cccnc2)c1C (stereo unspecified) | -0.7 | 2 | 1 | 10 | 98 | 14 | 10 | 3 | -2.1
37 | COc1ccc(-c2nn(-c3ccccc3)cc2/C=N/N2C(=O)CSC2=S)cc1 | -3.6 | -7 | 12 | -4 | 99 | 30 | -7 | -4 | -3.7
38 | COCC(=O)Nc1ccc(C(N)=O)cc1 | -3.2 | -1 | 3 | 8 | 100 | -33 | 3 | -6 | -0.6
39 | Cc1cccc(N2C(=O)C(Cl)=C(N3CCOCC3)C2=O)c1 | -3.1 | -10 | 28 | -20 | 99 | 24 | -5 | -2 | -3.0
40 | CC(=O)c1c(C)nc(-c2ccc3c(c2)OCO3)n1O | -2.3 | 1 | -3 | 8 | 102 | -2 | -4 | -10 | -4.4
41 | CC1=CC(C)(C)NC(=S)N1c1cccc2ccccc12 | 0.5 | 2 | -11 | -3 | 95 | 1 | -17 | -4 | 1.2
42 | COc1ccc(CN2C(=O)[C@@H]3C(c4ccccc4Cl)=NO[C@@H]3C2=O)cc1 | 0.0 | 2 | -1 | 2 | 105 | 2 | -12 | -7 | 1.1
43 | O=C(Nc1cccc(-c2cnc3ccccc3n2)c1)c1ccc(Cl)cc1 | -0.9 | -2 | 2 | -9 | 81 | -3 | 3 | -3 | -0.6
44 | CCCOC(=O)CCCC[C@H]1SC[C@@H](NC(=O)OC)[C@H]1NC(=O)OC | -2.7 | 5 | 6 | 13 | 103 | -1 | -13 | -9 | -2.5
45 | Oc1ccccc1N1CCN(c2ncccn2)CC1 | -1.3 | -1 | -2 | 1 | 96 | 10 | -9 | 6 | 1.6
46 | CCOC(=O)c1cn(CC(=O)Nc2ccc(OC)cc2OC)nn1 | -0.9 | 1 | -9 | 14 | 103 | -18 | 1 | 6 | 0.3

VIM-2 inhibitor, hit marks shown above.
#	Structure	IMP-1 inh	IDE cell activ	NS3 helicase inh	UBC9 SUMO inh	MEKK3 PB1 HTS	PHOSPHO1 block	p-CIP stab down	VIM-2 inhibitor
30	CN(C)S(=O)(=O)c1ccc(NC(=O)COc2ncnc3sccc23)cc1	-2.0	4	-4	4	101	32	-2	22*
